# ERb SRC1 inh – inhibitors of ERβ-SRC1 coactivator interaction, primary screen, biochemical, TR-FRET, ERβ LBD, SRC-1 peptide; inhibition, % at 25.6 µM; 86,000 tested, 1.3% active; TR-FRET ER-beta LBD / SRC1-Cy5 peptide binding; receptor agonist-loaded with 1 µM estradiol; AID 633, 2007;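 active = compounds whose percent inhibition of the receptor-coactivator binding signal exceeds about 50% in the single-dose screen, limit read from the data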;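 note: 0% = receptor plus peptide wells without compound and 100% = peptide-only wells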
# Calb biofilm kill – clotrimazole potentiators killing Candida biofilms, primary screen, with clotrimazole, Alamar Blue | C. albicans biofilm + clotrimazole | inhibition, % at 6 µM | 85,000 tested, 0.14% active;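 active = inhibition above 20%; inactive = inhibition below 20%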;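 note: preformed 24 hr biofilms exposed to compound for 48 hr; 0% = biofilm without compound and 100% = blank killed by clotrimazole plus chlorhexidine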
# Mac1 fbg inh – inhibitors of CD11b/CD18 adhesion to fibrinogen, primary screen, K562 cells, luminescence; Integrin beta-2 (Homo sapiens) + Integrin alpha-M (Homo sapiens), P05107+P11215; ATPlite luminescence; Mn2+ added to activate the integrin; inhibition, % at 10 µM; 93,000 tested, 0.54% active;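 active = primary inhibition of 50% or more at 10 µM, then 40% or more on retest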; note: some results filed as inactive read as strong as hits
# sEH activator – soluble epoxide hydrolase activators, primary screen, biochemical, human sEH | 91,000 tested, 0.04% active | purified human sEH enzymatic activity, activator screen | activation, % at 2 µM | Bifunctional epoxide hydrolase 2 (Homo sapiens), P34913; in the data active = activation above about 37%; note: values of inactives mirror those of a sister screen read the other way
# CD11b adhes enh – enhancers of CD11b/CD18 adhesion to fibrinogen, primary screen, K562 cells, luminescence; activation, % at 10 µM; 93,000 tested, 0.07% active; ATPlite luminescence; Integrin beta-2 (Homo sapiens) + Integrin alpha-M (Homo sapiens), P05107+P11215; AID 1499, 2009;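 active = 10 µM primary screen giving 50% or more activity, confirmed by 40% or more on retest at that dose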; note: strong numbers were not always called active; reference of the scale not given here
# Smad3 FoxH1 inh – Smad3/FoxH1 peptide binding inhibitors, primary screen, biochemical, TR-FRET; 88,000 tested, 0.29% active; Mothers against decapentaplegic homolog 3 (Homo sapiens), P84022; AID 630, 2007; inhibition, % at 25 µM; TR-FRET Smad3/Dy647-FoxH1 peptide binding, europium anti-His;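 active = compounds that reduce the energy-transfer binding signal between the protein and its labelled peptide by more than half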;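 note: 0% = Smad3 plus labelled peptide maximal FRET and 100% = peptide-only background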
# Target sequence (P84022 whole entry, looked up): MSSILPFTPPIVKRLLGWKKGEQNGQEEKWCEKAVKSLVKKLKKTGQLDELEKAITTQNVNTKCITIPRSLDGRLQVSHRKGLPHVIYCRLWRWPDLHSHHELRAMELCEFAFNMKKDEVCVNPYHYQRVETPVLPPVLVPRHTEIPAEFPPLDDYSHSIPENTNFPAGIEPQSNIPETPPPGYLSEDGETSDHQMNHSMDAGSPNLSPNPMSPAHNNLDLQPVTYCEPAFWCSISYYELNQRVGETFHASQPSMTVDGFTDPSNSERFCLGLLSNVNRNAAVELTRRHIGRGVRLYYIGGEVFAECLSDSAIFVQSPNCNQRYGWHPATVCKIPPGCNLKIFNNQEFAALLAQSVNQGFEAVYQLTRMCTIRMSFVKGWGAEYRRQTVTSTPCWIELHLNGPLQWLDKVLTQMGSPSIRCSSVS
# MT1-MMP txn act – MT1-MMP promoter reporter activation – cell-based, luciferase luminescence, primary screen; AID 750, 2007; HT1080 MT1-MMP promoter luciferase reporter, overnight; hits give high values; 86,000 tested, 0.16% active; activation factor at 10 µM;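 active = activation factor of at least 2 for MT1-MMP transcription at 10 µM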
# ERa SRC1 pot – enhancers of ERα–SRC-1 coactivator binding, primary screen, biochemical, TR-FRET, ERα LBD, low estradiol; Estrogen receptor (Homo sapiens), P03372; TR-FRET ERalpha-LBD/SRC-Cy5 coactivator binding, 2 h; 100 = basal binding, no effect; coactivator binding (% of control), % at 25.6 µM; 86,000 tested, 1.3% active; in the data active = activity above about 200%;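 note: binding measured in presence of low estradiol as agonist stimulus; 0% = peptide alone without receptor and 100% = receptor with peptide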
# Target sequence (P03372 whole entry, looked up, the tested form may be a part): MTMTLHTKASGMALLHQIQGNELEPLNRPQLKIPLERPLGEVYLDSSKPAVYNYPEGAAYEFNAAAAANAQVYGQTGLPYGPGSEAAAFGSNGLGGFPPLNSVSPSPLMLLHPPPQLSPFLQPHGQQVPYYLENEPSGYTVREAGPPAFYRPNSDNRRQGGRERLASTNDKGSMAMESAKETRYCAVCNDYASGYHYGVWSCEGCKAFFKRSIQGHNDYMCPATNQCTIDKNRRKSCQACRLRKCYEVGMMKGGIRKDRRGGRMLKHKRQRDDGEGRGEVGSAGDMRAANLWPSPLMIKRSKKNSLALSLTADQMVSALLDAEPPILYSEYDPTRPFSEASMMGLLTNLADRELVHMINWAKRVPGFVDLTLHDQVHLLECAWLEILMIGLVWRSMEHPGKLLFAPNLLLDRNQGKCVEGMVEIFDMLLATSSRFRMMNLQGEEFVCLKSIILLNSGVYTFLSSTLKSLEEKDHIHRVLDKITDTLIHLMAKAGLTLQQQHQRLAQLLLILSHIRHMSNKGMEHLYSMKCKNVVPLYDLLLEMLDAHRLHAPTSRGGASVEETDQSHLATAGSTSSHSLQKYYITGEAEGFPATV
# sEH inh – soluble epoxide hydrolase inhibitors, primary screen, biochemical, human sEH; 91,000 tested, 0.34% active; AID 707, 2007; inhibition, % at 2 µM; recombinant human sEH enzymatic activity assay; Bifunctional epoxide hydrolase 2 (Homo sapiens), P34913; in the data active = inhibition above about 80%; note: values of inactives mirror those of a sister screen read the other way; many of its hits are not listed in these tables
# Numbers without * were called inactive; · = not tested or not shown; [ ] = remark or other dose. The list is partial, so the mix of outcomes need not match the whole.
SMILES,ERb SRC1 inh,Calb biofilm kill,Mac1 fbg inh,sEH activator,CD11b adhes enh,Smad3 FoxH1 inh,MT1-MMP txn act,ERa SRC1 pot,sEH inh
CCOC(=O)N1CCC(NC(=O)c2ccc3c(c2)sc2nc(-c4cccc(OC)c4)cn23)CC1,47[fluorescence artefact?],6,·,·,·,6,1.3,120[fluorescence artefact?],·
c1cncc(-c2noc(-c3ccco3)n2)c1,24,-1,76,-2,1,9,1.3,88,2
Cc1ccc(-c2cc(=O)[nH][nH]2)c(C)c1,1,4,-2,·,-2,4,1.2,103,·
CN(C)c1ccnc(SCc2ccccc2Cl)c1C#N,-1,11,13,8,-5,-2,1.3,107,-10
COc1ccc(-c2nc3cc(NC(=O)c4ccc5c(c4)OCO5)ccc3o2)cc1,44[fluorescence artefact?],-3,5,-35,32,-6,1.2,412*[fluorescence artefact?],35
O=C(NC1CCCCC1)C(c1ccncc1)N(Cc1ccc2c(c1)OCO2)C(=O)C(F)(F)F (stereo unspecified),-1,11,·,0,·,-6,1.1,119,2
c1cc2[nH]snc2c2nc(C3CC3)nc12,-1,1,5,13,1,-7,1.4,79[fluorescence artefact?],-14
Cc1cc(OCC(=O)Nc2cc(-c3nn4c(C)nnc4s3)ccc2C)ccc1Cl,14[fluorescence artefact?],-5,11,2,2,-370[fluorescence artefact?],1,621*[fluorescence artefact?],-3
COc1ccc(C(C)=O)c(Oc2nc(CN3CCOCC3)nc3scc(-c4cccs4)c23)c1,9,-1,11,·,1,-16,1.3,99[fluorescence artefact?],·
COc1ccc(S(=O)(=O)Nc2ccc(S(=O)(=O)Nc3nc(C)cc(C)n3)cc2)cc1OC,-18,-4,6,-2,-2,6,1.1,106,6
O=S(=O)(Nc1ccc(S(=O)(=O)N2CCOCC2)cc1)c1ccccc1,-1,7,·,-14,·,5,0.9,104,14
CCOC(=O)/C(N=Nc1ccc(Cl)cc1)=C(/O)c1ccc([N+](=O)[O-])cc1,·,·,4,-11,-3,·,·,·,13
COc1ccc(-c2nc(C#N)c(NCc3cccnc3)o2)cc1OC,-13,1,·,3,·,-5,1.2,89,-1
CCCCCN(C(=O)NC(=O)Nc1ccccc1C)S(C)(=O)=O,1,9,-11,-4,0,16[fluorescence artefact?],1.3,91[fluorescence artefact?],4
CCOC(=O)c1ccc(N2CSC3=C(C#N)C(c4ccc(OC)cc4OC)CC(=O)N3C2)cc1 (stereo unspecified),-6,2,26,-7,5,1,1.2,115,6
CCC(C)NC(=O)N[C@@H](CCSC)C(=O)O (stereo partly specified),-17,8,-10,·,-2,-5,1.1,139,·
Cn1c(=O)[nH]c(=O)c2c1nc(N1CCc3ccccc3C1)n2CCSc1nc2ccccc2s1,0[fluorescence artefact?],10,6,7,0,-5,1.2,139[fluorescence artefact?],-9
Cn1c(=O)oc2cc(S(=O)(=O)N3CCN(c4cccc(Cl)c4)CC3)ccc21,-3,5,-4,·,0,13,1.1,109[fluorescence artefact?],·
CCCC1(C(=O)O)NC(c2ccccc2O)C2C(=O)N(Cc3ccccc3)C(=O)C21 (stereo unspecified),-3,10,21,1,-7,-8,1,115,0
N#Cc1ccc(CSc2nnc(NC(=O)C3CCCO3)s2)cc1 (stereo unspecified),7,4,6,6,-5,5,1.2,106,-8
CCOc1ccc(CCN2C(=O)C3C4C=CC(C4)C3C2=O)cc1OCC (stereo unspecified),-16,5,8,-2,2,2,1,113,1
O=C(c1cccs1)c1ccc(-c2cccs2)s1,-7,8,36,·,1,-9,1.4,131[fluorescence artefact?],·
COc1ccc(-c2nnn(CC#N)n2)cc1OC,14,5,-7,-9,-2,0,1,87,9
Cc1ccc(-c2noc(CCCC(=O)N3CCOCC3)n2)cc1,-17,3,2,·,-6,-6,0.8,124,·
COc1cc2ccccc2cc1C(=O)O,-5[fluorescence artefact?],5,-4,0,-2,-1,1.1,101,-2

# (continued)
SMILES,ERb SRC1 inh,Calb biofilm kill,Mac1 fbg inh,sEH activator,CD11b adhes enh,Smad3 FoxH1 inh,MT1-MMP txn act,ERa SRC1 pot,sEH inh
O=C1C2CC=C(Cl)CC2C(=O)N1CCc1ccccc1 (stereo unspecified),11,9,-13,10,-2,6,1,115,-16
COc1ccc(CNC(=O)c2cc(-c3ccccc3O)n[nH]2)cc1,-4,3,0,9,-1,2,1.1,114,-8
CCOC(=O)c1c(C)oc2c1c(C(c1ccncc1)N1CCOCC1)c(O)c1ccccc12 (stereo unspecified),71*[fluorescence artefact?],9,11,5,4,9,1.6,93[fluorescence artefact?],-3
O=C(OCn1nnc2ccccc2c1=O)c1cn(-c2ccccc2)nc1-c1cccnc1,43[fluorescence artefact?],-1,15,2,2,4,1,121,-3
COC(=O)[C@H](C)NC(=O)Nc1cc(Cl)ccc1C,26,4,-4,7,0,-4,1,98,-8
CCN(CC)C(=O)CN(c1ccc2c(c1)OCO2)S(C)(=O)=O,17,5,-1,6,-6,12,1.2,93,-7
COc1ccc(NC2=C(C)C(=O)CC2)cc1,-5,5,-6,4,66,2,1.3,103,-4
CC(C)COc1ccc(C(=O)CCN2CCCCC2)cc1,-1,7,-5,·,-2,1,1,97,·
Cc1ccc(S(=O)(=O)N(CC(=O)NCc2ccco2)C2CCCCC2)cc1,-2,2,·,10,·,17,1.2,98[fluorescence artefact?],-7
CC(=O)n1cc(/C=N/NC(=O)c2sc(C)nc2C)c2ccccc21,-5,-6,·,-23,·,16,1.2,90,25
CC(=O)N1C(=O)C2(C(C#N)=C(N)Oc3cc(C)oc(=O)c32)c2ccccc21 (stereo unspecified),11[fluorescence artefact?],3,·,3,·,-4,1.2,89[fluorescence artefact?],-3
COc1ccc(F)cc1S(=O)(=O)Nc1ccc(C)cc1,1,5,-13,-6,2,5,1.1,118,6
Cc1ccc(NC(=O)c2ccc(CN3CCc4ccccc4C3)cc2)cc1,·,·,-7,-5,-4,·,·,·,6
Cc1ccc(C(=O)Nc2ccc(Cl)cn2)cc1,-6,8,9,7,1,5,0.6,93,-7
CCOc1nc(-c2ccc(OC)cc2)ccc1-c1noc(-c2cc(OC)c(OC)c(OC)c2)n1,14[fluorescence artefact?],10,17,16,6,31[fluorescence artefact?],1.1,239*,-18
O=C(NCc1ccccn1)C1CCCN(S(=O)(=O)c2ccccc2)C1 (stereo unspecified),-4,4,-1,-1,-4,6,1.1,98,2
C=CCNc1ncnc2c1ncn2C1OC(CO)C(O)C1O (stereo unspecified),-9,9,-14,·,-2,6,0.7,121,·
Cc1ccc(-c2nnc(N3CCN(C(=O)CN4C(=O)c5ccccc5C4=O)CC3)c3ccccc23)cc1,6[fluorescence artefact?],7,·,0,·,-11,1.1,125,-1
CCCc1nc(N2CCOCC2)c2sc(=S)n(-c3ccccc3)c2n1,·,·,-9,-2,-2,·,·,·,4
CCc1nnc(SCc2ccc(OC(C)C)cc2)n1N,-16,6,·,0,·,-5,1,107,-1
COc1cccc(-c2nc(-c3ccc(NC(=O)c4cccnc4)cc3)no2)c1,18,2,-12,-1,9,7,1.3,203*[fluorescence artefact?],1
CN(C)S(=O)(=O)c1cccc(C(=O)OCC(=O)Nc2sccc2C(N)=O)c1,32,7,·,11,·,-1,1.1,82,-9
CCN(CC)c1ccc(NC(=O)c2ccccc2F)cc1,16[fluorescence artefact?],-1,15,-16,-2,2,0.6,72[fluorescence artefact?],17
COc1cccc(-c2csc(N3CCN(S(=O)(=O)c4ccc(F)cc4)CC3)n2)c1,6,8,7,·,0,-9,1,129,·
C=CCn1c(=N)n(CC(O)c2ccco2)c2ccccc21 (stereo unspecified),2,7,2,7,1,-3,1.1,126[fluorescence artefact?],-9

# Additional entries.
SMILES,ERb SRC1 inh,Calb biofilm kill,Mac1 fbg inh,sEH activator,CD11b adhes enh,Smad3 FoxH1 inh,MT1-MMP txn act,ERa SRC1 pot,sEH inh
CCN(CC)C(=O)C(C)N(C#N)c1nc(SC)nc(N(C)C)n1 (stereo unspecified),-8,-6,-8,4,0,-1,1.1,110,2
CCc1ccc(C(=O)NC(C(=O)O)C(C)C)cc1 (stereo unspecified),1[fluorescence artefact?],9,16,0,-5,11,0.9,111,1
COc1ccc(N2Cc3ccccc3C2)cc1Cl,3,7,-7,11,22,9,1.3,102,-12
CCN(c1ccccc1)S(=O)(=O)c1ccc(Oc2ccc(-n3ccnc3)cc2)nc1,-7,-6,·,-3,·,9[fluorescence artefact?],0.6,108,5
O=C(Nc1nnc(-c2ccc3c(c2)OCCO3)o1)c1ccc(Cc2ccccc2)cc1,65*[fluorescence artefact?],5,-21,15,1,-375,1.1,351*[fluorescence artefact?],-11
O=C(Nc1ccccc1C(=O)NCCCn1ccnc1)c1ccccc1,21,9,-6,-5,1,2,1.1,91,3
c1ccc(-c2onc3cc4c(cc23)OCCO4)cc1,-11[fluorescence artefact?],4,13,·,-4,6,1.6,88[fluorescence artefact?],·
O=C(CSc1nnc(-c2ccccc2)n1-c1ccccc1)NCc1ccco1,-3,3,-11,-13,-1,-1,·,82,14

# An excerpt from above in order of SMILES length, largest number first:
SMILES,ERb SRC1 inh,Calb biofilm kill,Mac1 fbg inh,sEH activator,CD11b adhes enh,Smad3 FoxH1 inh,MT1-MMP txn act,ERa SRC1 pot,sEH inh
CCOC(=O)c1ccc(N2CSC3=C(C#N)C(c4ccc(OC)cc4OC)CC(=O)N3C2)cc1 (stereo unspecified),-6,2,26,-7,5,1,1.2,115,6
COc1cccc(-c2csc(N3CCN(S(=O)(=O)c4ccc(F)cc4)CC3)n2)c1,6,8,7,·,0,-9,1,129,·
O=C(Nc1nnc(-c2ccc3c(c2)OCCO3)o1)c1ccc(Cc2ccccc2)cc1,65*[fluorescence artefact?],5,-21,15,1,-375,1.1,351*[fluorescence artefact?],-11
O=C(OCn1nnc2ccccc2c1=O)c1cn(-c2ccccc2)nc1-c1cccnc1,43[fluorescence artefact?],-1,15,2,2,4,1,121,-3
CCOc1ccc(CCN2C(=O)C3C4C=CC(C4)C3C2=O)cc1OCC (stereo unspecified),-16,5,8,-2,2,2,1,113,1
O=C(Nc1ccccc1C(=O)NCCCn1ccnc1)c1ccccc1,21,9,-6,-5,1,2,1.1,91,3
C=CCn1c(=N)n(CC(O)c2ccco2)c2ccccc21 (stereo unspecified),2,7,2,7,1,-3,1.1,126[fluorescence artefact?],-9
C=CCNc1ncnc2c1ncn2C1OC(CO)C(O)C1O (stereo unspecified),-9,9,-14,·,-2,6,0.7,121,·
CN(C)c1ccnc(SCc2ccccc2Cl)c1C#N,-1,11,13,8,-5,-2,1.3,107,-10
O=C(c1cccs1)c1ccc(-c2cccs2)s1,-7,8,36,·,1,-9,1.4,131[fluorescence artefact?],·
COc1ccc(-c2nnn(CC#N)n2)cc1OC,14,5,-7,-9,-2,0,1,87,9
